Compound activity from PubChem.
Tau ThT inhib: tau fibrillization inhibition (ThT binding); P10636; recombinant tau K18 P301L (four-repeat tau fragment), heparin-induced fibrillization, ThT fluorescence; Potency, µM (top dose mostly 57.4 µM), for the others: at the highest dose activity, negative = inhibition, most hits filed as inhibitors; 270,000 compounds, 2.1% hits; AID 1460; note: % is set by controls: 0 for no effect and ±100 for the full control effect; nearly all actives have a fitted effect of over 55% in size
Target sequence (P10636 561-689 P618L limits assumed): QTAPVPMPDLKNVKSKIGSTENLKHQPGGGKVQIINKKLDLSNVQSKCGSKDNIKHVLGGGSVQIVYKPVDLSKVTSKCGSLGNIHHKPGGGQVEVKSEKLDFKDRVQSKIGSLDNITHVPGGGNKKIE
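Aggregation was driven by heparin (20 uM final) acting on recombinant tau […] bearing P301L in 100 mM sodium acetate pH 7; fibrils were detected with Thioflavin T.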
LMNA splice mod: changes lamin A minigene splicing in HeLa cells; 200,000 compounds, 0.01% hits; HeLa LMNA splicing GFP/RFP minigene ratio, 48 h; Potency, µM (top dose mostly 46.1 µM), inactives show at the highest dose ratio change, negative = inhibition, usual class: inhibitors; active = well fitted inhibition curve with a large enough effect in the signal ratio, with a control signal flat, not every such curve was filed as active; inconclusive = small, poorly fitted or top-dose-only effect, or effect the other way, or a change in a side signal; the % refers to the signal ratio; note: % is set by controls: 0 for no effect and ±100 for the full control effect
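Read-out is the ratio of GFP to DsRed2 object intensity, acquired by 488 nm laser-scanning cytometry on HeLa lamin A-EGFP minigene reporter cells. Compound incubation 48 hrs at 37 °C in Opti-MEM with 2% FBS; DMSO 0.5% final.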
SMN2 splice up: increases expression of the SMN2 splice variant; Potency, µM (top dose mostly 46.1 µM), without a hit: at the top dose activity change, positive = activation, hits mostly activators; HEK293 SMN2-luciferase splicing reporter, luminescence, 30-36 h; 210,000 compounds, 2.8% hits; note: % of control where 0% means no effect; nearly all actives have a fitted effect of over 55% in size
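qHTS luciferase splicing reporter: luminescence rises when SMN2 exon 7 is included in transfected HEK293 cells. Compound exposure lasted 30-36 h at 37C, with 4.5 mM final sodium butyrate as control, followed by a ONE-Glo read.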
* = called active by the depositor; ? = inconclusive; · = no result given; [ ] = remark or other dose. Unless noted, calls come from the whole dose curve; as a rule, active = well fitted curve in the direction sought with a large enough effect; inconclusive = small, poorly fitted or top-dose-only effect, or another doubt; inactive = no such curve, though single readings can be large; an effect the other way counts as inactive or inconclusive. Potency is the fitted concentration of half-maximal effect.

Preview, 19 compounds:
(1) Cc1ccc(C(=O)Nc2c(C(=O)Nc3ccc(C)c(C)c3)sc3nc(C)cc(C)c23)cc1
(2) COc1cc(C(c2c(O)c3ccccc3oc2=O)c2c(C)n(C)n(-c3ccccc3)c2=O)ccc1OCC(=O)O (centres undefined)
(3) Cc1ccc(C(C)(C)C)c(OCC(=O)Nc2ccc(Cl)cc2C(=O)c2ccccc2)c1
(4) O=C1CC(c2c(F)cccc2Cl)c2c(c3ccccc3oc2=O)O1 (centres undefined)
(5) COc1ccc2[nH]cc(CCN=C(NC(=O)c3ccccc3OC)Nc3nc(C)cc(C)n3)c2c1
(6) Cc1ccc(C(=O)COC(=O)c2cccc(NC(=O)c3ccc(Br)cc3)c2)cc1
(7) CC(=O)c1cccc(NC(=O)c2cc3c(s2)-c2c(C)cccc2OC3)c1
(8) CCOc1cccc(CC(=O)NCc2ccc3c(c2)CCN3C(=O)c2cccc(C)c2)c1OCC
(9) N#Cc1cccc(NC(=O)CSc2nc3c(cc2C#N)N2CCC3CC2)c1
(10) CCC12CN3CC(CC)(CN(C1)C3c1ccccn1)C2=O (centres undefined)
assay / compound	1	2	3	4	5	6	7	8	9	10
Tau ThT inhib	?	?	-12%	17%	?	10%	?	?	-10%	-2%
LMNA splice mod	·	·	·	·	·	·	·	·	·	·
SMN2 splice up	13µM*	5%	-11%	-6%	?	?	-2%	-51%[inhibitor]	?	13%

(11) Cc1cc(N2CCCCC2)nc2ccc(NC(=O)CCC(=O)N3CCN(c4cccc(Cl)c4)CC3)cc12
(12) CC(=O)c1ccc(NC(=O)c2sc3nc4c(cc3c2N)N2CCC4CC2)cc1
(13) CCOc1ccc(CCNC(=O)c2cc3c(-c4cccc(OC)c4)nn(C)c3s2)cc1OCC
(14) COc1cccc(-n2c(/C=C\c3ccc(Cl)cc3)nc3ccccc3c2=O)c1
(15) CCOc1ccc(C(=O)N2CCC(c3noc(-c4ccc(S(=O)(=O)N5CCCC5)cc4)n3)CC2)cc1
(16) COc1ccc(Cl)cc1NC(=O)CN1C(=O)CN=C(c2ccccc2)c2cc(Cl)ccc21
(17) Cc1cccc(-n2c(/C=C/c3cn(C)c4ccccc34)nc3ccccc3c2=O)c1
(18) Cc1ccc(N2CCN(C(=O)C3CCC(CNS(=O)(=O)c4ccc(Br)s4)CC3)CC2C)cc1 (centres undefined)
(19) Cc1ccc(NC(=O)c2cnc3sc(N4CCOCC4)nn3c2=O)cc1N(C)C
assay / compound	11	12	13	14	15	16	17	18	19
Tau ThT inhib	?	?	?	-12%	-7%	-7%	?	?	?
LMNA splice mod	·	·	·	·	·	·	·	·	·
SMN2 splice up	-13%	6%	-39%[inhibitor]	0%	-54%[inhibitor]	-23%	9%	-35%[inhibitor]	-11%

The whole of this part, repeating the preview:
(1) Cc1ccc(C(=O)Nc2c(C(=O)Nc3ccc(C)c(C)c3)sc3nc(C)cc(C)c23)cc1
(2) COc1cc(C(c2c(O)c3ccccc3oc2=O)c2c(C)n(C)n(-c3ccccc3)c2=O)ccc1OCC(=O)O (centres undefined)
(3) Cc1ccc(C(C)(C)C)c(OCC(=O)Nc2ccc(Cl)cc2C(=O)c2ccccc2)c1
(4) O=C1CC(c2c(F)cccc2Cl)c2c(c3ccccc3oc2=O)O1 (centres undefined)
(5) COc1ccc2[nH]cc(CCN=C(NC(=O)c3ccccc3OC)Nc3nc(C)cc(C)n3)c2c1
(6) Cc1ccc(C(=O)COC(=O)c2cccc(NC(=O)c3ccc(Br)cc3)c2)cc1
(7) CC(=O)c1cccc(NC(=O)c2cc3c(s2)-c2c(C)cccc2OC3)c1
(8) CCOc1cccc(CC(=O)NCc2ccc3c(c2)CCN3C(=O)c2cccc(C)c2)c1OCC
assay / compound	1	2	3	4	5	6	7	8
Tau ThT inhib	?	?	-12%	17%	?	10%	?	?
LMNA splice mod	·	·	·	·	·	·	·	·
SMN2 splice up	13µM*	5%	-11%	-6%	?	?	-2%	-51%[inhibitor]

(9) N#Cc1cccc(NC(=O)CSc2nc3c(cc2C#N)N2CCC3CC2)c1
(10) CCC12CN3CC(CC)(CN(C1)C3c1ccccn1)C2=O (centres undefined)
(11) Cc1cc(N2CCCCC2)nc2ccc(NC(=O)CCC(=O)N3CCN(c4cccc(Cl)c4)CC3)cc12
(12) CC(=O)c1ccc(NC(=O)c2sc3nc4c(cc3c2N)N2CCC4CC2)cc1
(13) CCOc1ccc(CCNC(=O)c2cc3c(-c4cccc(OC)c4)nn(C)c3s2)cc1OCC
(14) COc1cccc(-n2c(/C=C\c3ccc(Cl)cc3)nc3ccccc3c2=O)c1
(15) CCOc1ccc(C(=O)N2CCC(c3noc(-c4ccc(S(=O)(=O)N5CCCC5)cc4)n3)CC2)cc1
(16) COc1ccc(Cl)cc1NC(=O)CN1C(=O)CN=C(c2ccccc2)c2cc(Cl)ccc21
assay / compound	9	10	11	12	13	14	15	16
Tau ThT inhib	-10%	-2%	?	?	?	-12%	-7%	-7%
LMNA splice mod	·	·	·	·	·	·	·	·
SMN2 splice up	?	13%	-13%	6%	-39%[inhibitor]	0%	-54%[inhibitor]	-23%

(17) Cc1cccc(-n2c(/C=C/c3cn(C)c4ccccc34)nc3ccccc3c2=O)c1
(18) Cc1ccc(N2CCN(C(=O)C3CCC(CNS(=O)(=O)c4ccc(Br)s4)CC3)CC2C)cc1 (centres undefined)
(19) Cc1ccc(NC(=O)c2cnc3sc(N4CCOCC4)nn3c2=O)cc1N(C)C
(20) CCOc1ccc(CCNC(=O)c2ccc(CS(=O)(=O)c3ccccc3C)o2)cc1OCC
(21) Cc1cccc(C2CC(=O)Oc3c2c(=O)oc2ccccc32)c1 (centres undefined)
(22) O=C(NCCSc1c(-c2ccc(F)cc2)[nH]c2ccccc12)c1ccc(S(=O)(=O)N2CCOCC2)cc1
(23) CC(C)(C)c1ccc(OCC(=O)Nc2ccc(Cl)cc2C(=O)c2ccccc2)cc1
(24) COc1cccc(C(=O)Nc2ccc(-c3cc(C(F)(F)F)nn3-c3ccccc3)cc2)c1
assay / compound	17	18	19	20	21	22	23	24
Tau ThT inhib	?	?	?	-15%	?	-1%	-16%	-2%
LMNA splice mod	·	·	·	·	·	·	·	·
SMN2 splice up	9%	-35%[inhibitor]	-11%	-30%[inhibitor]	2%	-37%[inhibitor]	1%	-71%[inhibitor]

(25) CCCSc1ncc(Cl)c(C(=O)N(Cc2ccccc2)c2ccc(OC)cc2)n1
(26) N#Cc1cc2c(nc1SCC(=O)Nc1cccc(F)c1)C1CCN2CC1
(27) COc1ccc(Nc2nc(N)nc(CSc3nc4ccccc4s3)n2)cc1
(28) CC(C)C12CN3CC(C(C)C)(CN(C1)C3c1ccccn1)C2=O (centres undefined)
(29) Cn1cc(/C=C/c2nc3ccccc3c(=O)n2-c2ccccc2)c2ccccc21
(30) CCCc1cc(N2CCN(c3cccc(C)c3C)CC2)n2cnnc2n1
(31) COc1cccc(NC(=O)Cn2cc(C(=O)c3ccccc3)c3ccccc32)c1
(32) COc1ccccc1N1CCN(C(=O)c2cc3c(-c4ccccc4F)nn(C)c3s2)CC1
assay / compound	25	26	27	28	29	30	31	32
Tau ThT inhib	-11%	-11%	?	0%	?	?	2%	-16%
LMNA splice mod	·	·	·	·	·	·	·	·
SMN2 splice up	-51%[inhibitor]	6.3µM*	-18%	-13%	-15%	2%	-40%[inhibitor]	-39%[inhibitor]

(33) CCOC(=O)c1ccc(NC(=O)CSc2nc3c(cc2C#N)N2CCC3CC2)cc1
(34) Cc1ccc(C)c(N2CCN(C(=O)C3CCN(Cc4nc(-c5cccc(Cl)c5)oc4C)CC3)CC2)c1
(35) COc1ccc(C(=O)Nc2ccc3oc(-c4ccc(F)cc4Cl)nc3c2)cc1
(36) c1ccc(N2CCN(c3ncnc4c3nc3n4CCCCC3)CC2)cc1
(37) O=C(Nc1ccc(F)c([N+](=O)[O-])c1)c1cccn(Cc2ccccc2)c1=O
(38) Cc1nnc(NC(=O)c2cccn(Cc3cccc([N+](=O)[O-])c3)c2=O)s1
(39) Cc1ccc(-n2c(/C=C/c3cccs3)nc3ccccc3c2=O)cc1C
(40) O=C(Nc1nc2c(s1)CCCCCC2)Nc1ccc(F)cc1F
assay / compound	33	34	35	36	37	38	39	40
Tau ThT inhib	?	?	?	?	?	-8%	-12%	7%
LMNA splice mod	·	·	15%[46 µM]	-6%[46 µM]	?	?	-21%[46 µM]	?
SMN2 splice up	-20%	8%	·	·	·	·	·	·

(41) CC(C)c1ccc(OCC(=O)N2CCN(CCc3ccncc3)CC2)cc1
(42) Cc1ccccc1Cn1cccc(C(=O)Nc2cc(Cl)ccc2C#N)c1=O
(43) COC(=O)c1ccccc1NC(=O)c1cccn(Cc2cccc(Cl)c2)c1=O
(44) O=C(Nc1ccc(F)c(Cl)c1)N(Cc1ccc2c(c1)OCO2)C1CCN(Cc2ccccc2)CC1
(45) Cc1ccc(C)c(N2CCN(c3ncnc4onc(C)c34)CC2)c1
(46) COC(=O)c1ccc(NC(=O)c2cccn(Cc3ccccc3C)c2=O)cc1
(47) CN(C)c1ccc(CN2CCc3nc(N4CCN(c5ccccn5)CC4)ncc3C2)cc1
(48) Cc1cc(NC(=O)c2cccn(Cc3cccc([N+](=O)[O-])c3)c2=O)no1
assay / compound	41	42	43	44	45	46	47	48
Tau ThT inhib	1%	5%	?	-2%	?	-1%	?	-3%
LMNA splice mod	3%[46 µM]	-6%[46 µM]	?	-20%[46 µM]	?	?	?	11%[46 µM]
SMN2 splice up	·	·	·	·	·	·	·	·

(49) COc1ccccc1-n1c(/C=C/c2ccccc2)nc2ccccc2c1=O
(50) CCc1ccc(-n2nc(C)c3c(C(=O)NCCc4ccc(OC)c(OC)c4)cc(C)nc32)cc1
(51) Cc1ccc(NC(=O)N(Cc2ccc3c(c2)OCO3)C2CCN(Cc3ccccc3)CC2)cc1F
(52) Cc1cc(-n2c(/C=C/c3ccc(Br)s3)nc3ccccc3c2=O)ccc1Br
(53) Cc1cccn2c(=O)cc(COc3cccc(NC(=O)COc4ccc(F)cc4)c3)nc12
(54) CCOc1ccc(-c2cc(C(=O)N3CCN(c4cccc(C(F)(F)F)c4)CC3)c3ccccc3n2)cc1
(55) Cc1cc(C)cc(-n2c(/C=C/c3cccc(F)c3)nc3ccccc3c2=O)c1
(56) Cc1ccc2scc(N3CCN(C)CC3)c(=O)c2c1
assay / compound	49	50	51	52	53	54	55	56
Tau ThT inhib	-6%	?	0%	-3%	-6%	8%	-1%	?
LMNA splice mod	?	?	?	?	?	?	-6%[46 µM]	-6%[46 µM]
SMN2 splice up	·	·	·	·	·	·	·	·

(57) Cc1ccc(Cl)cc1N1CCN(c2ncnc3c2nc2n3CCCC2)CC1
(58) CCOc1ccc(S(=O)(=O)NCCc2sc3nc(-c4ccc(C)cc4)nn3c2C)cc1
(59) Cc1cccc(CN2C(=O)CN=C(c3ccccc3)c3ccccc32)c1
(60) COc1ccc(NC(C)=O)cc1NC(=O)c1cccn(Cc2ccccc2)c1=O
(61) Cc1nnc(NC(=O)c2cccn(Cc3ccccc3)c2=O)s1
assay / compound	57	58	59	60	61
Tau ThT inhib	?	-12%	-16%	?	-9%
LMNA splice mod	-4%[46 µM]	?	15%[46 µM]	-11%[46 µM]	1%[46 µM]
SMN2 splice up	·	·	·	·	·

This is a subset. The share of hits here may be higher or lower than overall.
